Bioassay records deposited in PubChem by several laboratories.
MC4R antagonist: human MC4R antagonism in cAMP assay; actives 0.48% (n = 360,000); MC4R-expressing cells, MTII-stimulated cAMP, LANCE TR-FRET; P32245; inhibition, % at 6.5 µM;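 active = inhibition above its plate's cutoff, the mean of tested wells on that plate plus 3 SD, cut at about 29% in these data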;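 note: 0% = Melanotan II alone and 100% = Melanotan II plus saturating MCL0020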
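Assay system: human MC4R-expressing U2OS cells; reagent: Melanotan II stimulation of cells; dosing: 6.5 µM single dose; timing: compound 30 min, challenge 1 h, detection 1 h; signal: TR-FRET cAMP assay; replicates: one well per compound, no replicates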
Vif inh: HIV Vif inhibition; actives 0.35% (n = 340,000); AID 602346; inhibition, % at 7.49 µM; HEK293T cells, Vif self-association by quenched fluorescence, imaging, 24 h; in the data active = inhibition above about 50%, passing the limit was not always enough; note: some results filed as inactive read as strong as hits
TLR9-MyD88 inh: TLR9-MyD88 interaction inhibition; Q9NR96+Q99836; CHO BLA complementation TLR9-MyD88, CCF4 FRET ratio; inhibition, % at 4.98 µM; actives 0.21% (n = 340,000);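 active = inhibition above the mean over all tested compounds plus 3 SD, cut at about 21% in these data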;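 note: 0% = DMSO only wells and 100% = clavulanate BLA inhibitor control wells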
Target sequence (Q99836 whole entry, looked up): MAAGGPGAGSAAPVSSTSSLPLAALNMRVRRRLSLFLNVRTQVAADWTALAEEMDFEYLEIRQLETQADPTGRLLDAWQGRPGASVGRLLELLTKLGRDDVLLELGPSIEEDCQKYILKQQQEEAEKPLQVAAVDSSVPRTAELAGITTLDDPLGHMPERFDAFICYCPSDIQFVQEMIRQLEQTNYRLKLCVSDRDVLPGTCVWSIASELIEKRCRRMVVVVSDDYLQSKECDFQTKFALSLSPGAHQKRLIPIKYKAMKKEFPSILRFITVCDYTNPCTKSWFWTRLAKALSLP
Target sequence (Q9NR96 whole entry, looked up): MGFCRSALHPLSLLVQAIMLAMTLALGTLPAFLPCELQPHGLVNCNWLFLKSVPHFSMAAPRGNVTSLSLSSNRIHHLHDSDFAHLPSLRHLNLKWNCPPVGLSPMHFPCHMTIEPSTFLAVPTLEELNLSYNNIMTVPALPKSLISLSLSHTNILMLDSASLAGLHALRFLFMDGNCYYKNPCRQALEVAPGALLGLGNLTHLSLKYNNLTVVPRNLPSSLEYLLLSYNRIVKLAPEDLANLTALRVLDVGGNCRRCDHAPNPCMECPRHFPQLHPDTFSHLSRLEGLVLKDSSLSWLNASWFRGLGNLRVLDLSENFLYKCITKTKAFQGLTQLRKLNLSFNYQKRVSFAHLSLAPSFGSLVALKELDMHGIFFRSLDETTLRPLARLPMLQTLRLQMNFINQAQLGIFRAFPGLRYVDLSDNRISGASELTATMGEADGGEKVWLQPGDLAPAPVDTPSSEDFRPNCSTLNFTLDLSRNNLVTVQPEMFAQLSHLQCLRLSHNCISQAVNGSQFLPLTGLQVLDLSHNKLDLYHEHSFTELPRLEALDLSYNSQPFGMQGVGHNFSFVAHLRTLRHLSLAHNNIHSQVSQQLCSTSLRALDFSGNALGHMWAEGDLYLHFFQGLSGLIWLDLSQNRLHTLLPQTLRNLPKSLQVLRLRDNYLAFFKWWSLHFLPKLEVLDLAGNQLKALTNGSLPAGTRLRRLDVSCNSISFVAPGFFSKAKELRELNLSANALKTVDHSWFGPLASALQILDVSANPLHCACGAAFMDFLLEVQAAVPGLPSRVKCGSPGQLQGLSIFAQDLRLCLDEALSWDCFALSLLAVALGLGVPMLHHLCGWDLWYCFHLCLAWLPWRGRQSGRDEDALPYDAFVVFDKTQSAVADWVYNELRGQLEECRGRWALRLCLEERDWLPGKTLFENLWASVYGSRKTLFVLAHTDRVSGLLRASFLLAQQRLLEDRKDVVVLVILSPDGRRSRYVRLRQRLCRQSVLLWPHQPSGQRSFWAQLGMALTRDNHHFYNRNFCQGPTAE
MC4R ag barr: agonists of human melanocortin 4 receptor (MC4R) beta-arrestin | P32245 | activation, % at 8.9 µM | U2OS MC4R beta-arrestin complementation, luminescence; percent of melanotan II response, DMSO zero | actives 0.98% (n = 360,000);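 active = activation above a per-plate cutoff, the mean activation of sample wells on that plate plus 3 SD, cut at about 8% in these data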
aDG glyco act: alpha-DG glycosylation activation; activation, % at 10 µM; Pro5-aDG cells, alpha-DG glycosylation AlphaScreen (IIH6); 0% Pro5, 100% B10-LARGE cell signal; actives 0.22% (n = 360,000);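 active = activation of at least 8% versus controls, or a plate z-score of at least 8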;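 note: Pro5 are CHO cells carrying HIG-tagged alpha-DG that lacks glycosylation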
ABHD5-PLIN5 inh: ABHD5-PLIN5 protein interaction inhibition | Q00G26+Q8WTS1 | Split G. princeps luciferase complementation, luminescence, 4 h | inhibition, % at 4 µM | actives 0.78% (n = 360,000) | AID 602281;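 active = inhibition above the mean inhibition across every tested compound plus 3 SD, cut at about 22% in these data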;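 note: 0% = DMSO only wells and the 100% control is not disclosed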
Exocytosis inh: blocks lytic granule exocytosis | inhibition, % at 10 µM | TALL-104 LAMP-1 surface exposure, flow cytometry; cells stimulated with thapsigargin and PMA | actives 0.66% (n = 360,000);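 active = inhibition above about 55%, limit read from the data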
ABCB6 inh MLPCN: blocks the human ABCB6 transporter; Q9NP58; K562-ABCB6 porphyrin accumulation, flow cytometry, 1 h; active compounds read low; fluorescence ratio to DMSO, % at 10 µM; actives 0.19% (n = 360,000);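 active = fluorescence ratio to DMSO below 75%, the collection mean minus 3 SD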;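 note: signal is porphyrin accumulated inside mitochondria; 100% equals median channel fluorescence of DMSO control wells; lower ratio means ABCB6 inhibition with less porphyrin fluorescence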
Glyco luc inh: blocks N-linked glycosylation in D54 reporter cells | D54 ERlucT glycosylation luciferase reporter, 24 h; percent of 100 nM tunicamycin response | reporter increase, % at 12.5 µM | actives 0.23% (n = 360,000) | AID 588692;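 active = mean luciferase reporter signal, scaled so untreated is 0 and the glycosylation-blocking control 100, at or above a set limit in every replicate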;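 note: luciferase carries N-glycosylation sites so blocking glycosylation raises the light; 0% = median of neutral control wells and 100% = median of 100 nM tunicamycin wells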
NOD2 RIPK2 PPI: blocks binding of human NOD2 to RIPK2; CHO BLA complementation NOD2-RIPK2, CCF4 ratio; O43353; actives 0.38% (n = 360,000); inhibition, % at 4.98 µM; in the data active = inhibition above about 21%;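 note: 0% = vehicle only and 100% = reference blocker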
Starred values were filed as active, the others as inactive; nt = no result given; & = joins results of further samples.

SMILES	MC4R antagonist	Vif inh	TLR9-MyD88 inh	MC4R ag barr	aDG glyco act	ABHD5-PLIN5 inh	Exocytosis inh	ABCB6 inh MLPCN	Glyco luc inh	NOD2 RIPK2 PPI
O=C(NC1CC1)c1ccc(-c2ccccc2)cc1	3	-4	3	1.4	-0.1	3	-5	109	-1	-9
CCC1Nc2ncnc(N3CCCCC3)c2N(Cc2ccc(C)cc2)C1=O (configuration not stated)	-5	-2	-10	-1.6	0.2&-0.3	-5&-4	8&13	100&107	0&0	2&4
COc1cc(/C=N/NC(=O)c2cccnc2)ccc1OS(=O)(=O)c1ccc(F)cc1	2	12	-1	-0.4	0.3	3	5	99	0	1
CC1(C)CC(=O)c2cc(N=C/C(C(=O)c3ccccc3)=C(\O)c3ccccc3)c(=O)oc2C1	4	-2	8	-4.3	0.0	-5	10	96	2	-8
CCCOc1ccc(-c2nc(C#N)c(NCCCn3ccnc3)o2)cc1	-8	0	-1	0.5	0.4	-7	4	94	-4	-10
C[C@@H](C(=O)Nc1nc2ccccc2s1)N1C(=O)C2CC=CCC2C1=O (some centres not stated)	11	-5	6	-3.2	-0.1	-5	0	99	-1	-1
CC1=C(C(=O)OCc2ccccc2)C(c2ccc(N(C)C)cc2)NC(=O)N1 (configuration not stated)	14	-12	-1	0.9	0.0	5	1	105	0	-2
Cc1nc(SCCC(C)C)c([N+](=O)[O-])[nH]1	13	-1	3	1.5	-0.2	-2	4	103	-1	-4
CCOc1ccc(NC(=O)C2CCN(C(=O)NCc3ccccc3)CC2)cc1	-3	-2	6	-3.4	-0.3	0	0	100	-2	-9
CCCCC(=O)Nc1nc(C)c(C(C)=O)s1	20	nt	-7	1.6	0.0	3	0	97	3	-1
COc1cccc(NC(=O)C2CSC3(C)CCC(=O)N23)c1 (configuration not stated)	-2	-13	-12	-1.6	-0.1	2	-4	94	-2	4
CN1CCN(C(c2ccc(Br)cc2)c2cc(Cl)c3cccnc3c2O)CC1 (configuration not stated)	26	20	13	2.3	0.1	2	54	97	37*	8
CNC(=O)n1cc(C)c(-c2cccs2)n1	10	5	nt	0.5	-0.2	-3	-4	98	2	0
COCCN(CCOC)Cc1cc(=O)oc2cc(OC)ccc12	nt	nt	nt	nt	0.3	8	-2	95	0	-14
COC(=O)C1(C)COP(=O)(NC23CC4CC(CC(C4)C2)C3)OC1 (configuration not stated)	6	9	-14	-1.5	-0.2	0	-6	89	0	4
CCOC(=O)c1cc2sc(C)cc2n1CC(=O)NCCc1ccccc1	-1	-1	-6	3.6	0.1	-3	-6	564	11	-6
CC(C)C1N=C2c3ccccc3N=C(SCc3cc(=O)n4cc(Cl)ccc4n3)N2C1=O (configuration not stated)	-37	-4	-6	1.0	-0.6	2	3	106	3	5
CCc1cc(=O)oc2c3c(cc(OCC(=O)NCc4ccco4)c12)OC(C)(C)CC3	21	-17	3	1.4	-0.1	-4	-5	101	6	9
[O-]c1n[n+](-c2ccc(Cl)cc2Cl)cc2ccccc12	-9	-2	21	4.1	-0.1	3	-2	91	-1	-13
CC(=O)N(C)c1ccc(N=C2C(=O)Nc3ccccc32)cc1	-2	nt	-4	-0.2	0.4	-20	-8	101	2	-10
COC(=O)[C@@]1(Cc2ccc(OC)cc2)[C@H]2c3cc(C(=O)N(C)C)[nH]c3C[C@H]2CN1C(=O)c1ccccc1	14	nt	-9	0.9	0.4	7	37	101	-2	-3
COc1ccc(CCNC(=O)C(=O)NCC2OCCN2S(=O)(=O)c2ccc(OC)c(C)c2)cc1 (configuration not stated)	-3	1	11	-0.4	0.8	2	3	89	-3	-7
Cc1ccccc1Nc1c([N+](=O)[O-])ccc2c1=NC1(CCCCC1)N=2	6	-4	0	-2.0	0.1	0	-5	97	5	-11
O=C(CC1N=C2c3ccccc3N=C(SCc3ccccc3Cl)N2C1=O)NCc1ccco1 (configuration not stated)	10	-12	-3	-0.3	-0.3	5	-4	95	-2	-2
CCCNC(=O)C1(C)CCCN(C(=O)c2ccccc2F)C1 (configuration not stated)	16	nt	nt	1.1	-0.4	-10	-4	100	0	-11
COc1ccc(-n2ccc(=O)c(C(=O)Nc3ccc(S(=O)(=O)Nc4nccs4)cc3)n2)cc1	13	0	-4	2.8	0.1	-11	-12	96	0	0
CCOC(=O)CSCC(NC(=O)OC(C)(C)C)C(=O)OCC (configuration not stated)	11	11	13	2.8	-0.1	1	-9	100	1	4
O=C(CN1C2CCCC1CC(NC(=O)c1ccccc1)C2)Nc1ccccc1C(F)(F)F (configuration not stated)	4	-3	-10	1.5	0.3	5	12	97	-3	-2
Cc1ccc(NC(=O)CSc2nnc(N)s2)cc1S(=O)(=O)N1CCCCC1	0	nt	-8	-0.2	0.4	3	-5	100	-1	0
Cc1ccc(C(=O)NC2CC3CCCC(C2)N3Cc2ccccc2)cc1 (configuration not stated)	11	-6	-1	-2.9	0.0	1	-1	99	0	-5
CCOC(=O)C(/C=C(\C#N)C(=O)OCC)=C(/N)N1CCN(c2ccc(OC)cc2)CC1	4	-3	4	-1.3	-0.1	5	-2	105	-1	-17
Cn1c(-c2ccc(F)cc2)cnc1NCc1ccc(F)cc1	5	2	-3	-0.4	1.1	3	2	101	0	-4
CCOc1cc(CNC(C)C)c(Cl)cc1OCC(=O)NCCc1ccccc1	-5	-4	3	-3.0	-0.1	2	-3	101	-4	-11
O=C1CC(c2ccc(Cl)cc2)SC(N(c2ccccc2)c2ccccc2)=N1 (configuration not stated)	14	-2	10	0.9	0.2	1	13	94	-3	-9
N#CCCCn1c(-c2ccccc2)noc1=O	4	-6	4	-0.1	-0.1	3	0	105	3	1
Cc1ccccc1OCCC(=O)OCC(=O)Nc1c(C)nn(-c2ccccc2)c1C	6	2	-2	0.2	-0.1	-5	2	100	0	0
Fc1ccc(-n2c(-c3ccc4c(c3)OCO4)n[nH]c2=S)cc1Cl	-1	3	3	-1.9	-0.3	-4	-7	91	2	-12
O=C(Nc1ccc(-c2nc3ccccc3c(=O)o2)cc1)c1ccco1	0	-2	-13	-1.1	1.3	5	1	98	2	-16
COc1cccc2cc(C(=O)NCC3CCCO3)c(=O)oc12 (configuration not stated)	19	nt	-19	-0.2	0.1	4	-1	97	-1	0
Cc1ccc(S(=O)(=O)Nc2c(C)n(C)n(-c3ccccc3)c2=O)cc1	9&8	9&19	10&2	-0.6&0.7	3.6&0.0	1&2	26&3	98&98	0&-1	-1&-9
CC(=O)Nc1ccc(C(=O)COC(=O)C2CC2)c(F)c1	9	-11	-7	4.4	-0.3	14	5	96	-1	0
CCN(C[C@H]1N[C@@](C)(C(=O)OC)[C@H]2C(=O)N(C)C(=O)[C@@H]12)C(=O)C1CCCCC1	9	4	1	-0.6	-0.2	8	0	97	2	-12
Cc1ccc(OCCNS(=O)(=O)c2ccc(N3CCCC3=O)cc2)cc1	7	1	8	2.3	2.0	0	-10	102	-2	-6
COc1ccccc1C(CNC(=O)c1cccc(S(=O)(=O)N2CCCc3ccccc32)c1)N(C)C (configuration not stated)	-5	-3	-8	-1.9	0.8	10	-4	97	-2	-1
N#Cc1c(N)sc2c1CCN(C(=O)OCc1ccccc1)C2	2	4	7	0.8	0.1	-12	0	99	0	4
O=C(Nc1ccc(F)cc1)c1ccc2c(=O)n3c(nc2c1)CCCCC3	-3	-6	5	-0.5	0.2	0	-3	103	-3	-16
O=C(O)CCC(=O)Nc1cccc(C(=O)Nc2ccc(Br)cc2)c1	-6	-4	-7	-1.0	0.0	5	-1	101	2	-3
N#C/C(=N\Nc1cccc(F)c1)C(=N)N1CCCCCC1	-10	-2	-8	-4.1	0.0	-5	-2	91	-11	6
CC(C)OC(=O)N(C)C[C@@H]1OCc2ccccc2-c2c(n(C)c3ccccc23)C(=O)N([C@@H](C)CO)C[C@H]1C	21	-5	6	-0.2	-0.1	-9	-4	96	4	-2
C=CCNC(=O)c1onc(CSc2cccc(OC)c2)c1C(=O)NCC=C	5	-5	-1	0.9	0.0	2	8	104	1	-19
CCC(C)NCCOc1ccccc1C (configuration not stated)	11	1	1	-1.9	0.1	-2	2	101	-1	-2
CC(CSC(=O)c1ccccc1)C(=O)N1c2ccccc2CC1C(=O)O (configuration not stated)	nt	nt	nt	nt	0.7	-4	-7	99	2	-3
CN(C)C(=O)[C@H]1C[C@H]1[C@@H](O)[C@H](CO)NC(=O)[C@H](COCc1ccccc1)NC(=O)OC(C)(C)C	15	4	2	-1.1	-0.1	-1	-1	105	0	1
CC(C)CNS(=O)(=O)c1ccc(S(=O)(=O)N2CCC3(CC2)OCCO3)cc1	5	-5	2	0.2	0.0	1	-1	97	-1	-7
CC1=C(C(=O)N(C(C)C)C(C)C)CC(CC(=O)NC2CCCC2)C(=O)N1Cc1ccc(C(C)(C)C)cc1 (configuration not stated)	nt	nt	nt	nt	0.2	2	2	95	-2	9
COCCCN(CCNC(=O)c1ccc(NC2=NC3CS(=O)(=O)CC3S2)cc1)Cc1ccco1 (configuration not stated)	8	12	6	-0.8	-0.1	10	-1	91	0	-1
Cc1cc(C(=O)Nc2cccnc2)cs1	7	11	-8	-0.5	0.0	3	-3	103	1	5
COc1ccccc1N1CCN(C(=O)c2ccc(N(C)S(=O)(=O)c3ccccc3)cc2)CC1	10	-7	7	-1.9	-0.1	0	11	91	-2	12
COc1ccc(C(=O)N/C(=C\c2ccco2)C(=O)NCCCn2ccnc2)cc1	15	-2	1	1.3	-0.3	2	0	99	2	1
CCCC(=O)Nc1ccc(C(=O)NCCc2ccc(F)cc2)cc1	15	6	-5	-0.7	-0.1	2	-1	108	-1	-2

Part of the list above in order of molecular weight, descending.
SMILES	MC4R antagonist	Vif inh	TLR9-MyD88 inh	MC4R ag barr	aDG glyco act	ABHD5-PLIN5 inh	Exocytosis inh	ABCB6 inh MLPCN	Glyco luc inh	NOD2 RIPK2 PPI
COc1ccc(CCNC(=O)C(=O)NCC2OCCN2S(=O)(=O)c2ccc(OC)c(C)c2)cc1 (configuration not stated)	-3	1	11	-0.4	0.8	2	3	89	-3	-7
CC(C)C1N=C2c3ccccc3N=C(SCc3cc(=O)n4cc(Cl)ccc4n3)N2C1=O (configuration not stated)	-37	-4	-6	1.0	-0.6	2	3	106	3	5
C[C@@H](C(=O)Nc1nc2ccccc2s1)N1C(=O)C2CC=CCC2C1=O (some centres not stated)	11	-5	6	-3.2	-0.1	-5	0	99	-1	-1

Going on with the list:
SMILES	MC4R antagonist	Vif inh	TLR9-MyD88 inh	MC4R ag barr	aDG glyco act	ABHD5-PLIN5 inh	Exocytosis inh	ABCB6 inh MLPCN	Glyco luc inh	NOD2 RIPK2 PPI
CC(OC(=O)Cn1[nH]c(=O)c2ccccc2c1=O)C(=O)Nc1ccc(F)cc1 (configuration not stated)	12	nt	-2	-3.1	-0.1	0	2	94	-1	-1
COc1cccc(-c2cc(C(=O)N3CCN(S(=O)(=O)c4ccccc4)CC3)[nH]n2)c1	-5	3	-7	0.6	-0.2	-1	-1	101	-2	-2
COC(=O)c1c(C)[nH]c(C(=O)/C=C/c2ccccc2Cl)c1C	1	-9	-5	-2.6	0.2	-8	-2	98	4	-3
O=C(COc1ccccc1/C=C1\SC(=S)NC1=O)Nc1ccc(F)cc1	12	-8	-7	0.5	-0.3	1	-5	97	0	-6
CC1(C)CC(C(=O)NCCC(c2ccccc2)c2ccco2)CCO1 (configuration not stated)	3	-6	-14	0.3	0.3	17	-3	97	-1	7

This is a subset (hit frequency here may not be typical).
